# Eya2 inh – blocks the phosphatase activity of human Eya2. O00167. recombinant Eya2, OMFP fluorescence dephosphorylation (OMFP is methylfluorescein phosphate). Potency, µM (highest dose often 76.9 µM), for inactives: at the top dose activity, negative = inhibition, actives largely listed as inhibitors. 0.006% of 330,000 active; note: potency is the fitted concentration of half-maximal effect; % is set by controls: 0 for no effect and ±100 for the full control effect
#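 Eya2 protein (added as 0.2 uM solution) was preincubated with compound for 10 min at ambient temperature in 50 mM HEPES pH 7.5, 50 mM NaCl, 5 uM MgCl2, 0.05% BSA, 1 mM DTT. OMFP (added at 50 uM) then reacted 10 min; fluorescence read at 485/525 nm.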
# TCR act – T cell receptor activation; 330,000 tested, under 10 active; primary human leukocytes, anti-CD3, IL-2 HTRF, 48 h; AID 504894; Potency, µM (series often up to 9.22 µM), without a hit: top-dose activation of IL-2 secretion, hits mostly activators; note: % of control where 0% means no effect
#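 Activity was scored as IL-2 release from primary human leukocytes given only a TCR signal (a-CD3 beads) plus compound for 48 hr. Detection used a two-antibody HTRF format read at 665nm.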
# USP2a inh – USP2a (human) protease inhibition | O75604 | USP2 core, Ub-CHOP2 coupled fluorogenic reporter, 485/531 | AID 463254 | Potency, µM (series often up to 38.3 µM), for inactives: top-dose activity change, negative = inhibition, hits mostly inhibitors | 0.01% of 330,000 active;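 note: potency is the fitted concentration of half-maximal effect; plate controls were DMSO wells for no effect and full inhibition by NEM control for full effect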
#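 USP2 core (10nM final) preincubated 30min RT with compound in 20mM Tris-HCl pH 8.0, 2mM CaCl2, 2mM beta-mercaptoethanol, 0.05% CHAPS; 25nM Ub-CHOP2 plus 25nM reporter substrate added, fluorescence (Ex485/Em531) read after 60min.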
# hERG WT inh – blocks the wildtype human KCNH2 potassium channel | U2OS, BacMam KCNH2, thallium flux FluxOr; active compounds read low | activity change, % at 1.84 µM | 0.37% of 340,000 active;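 active = maximum activity change below -70%; inconclusive = maximum activity change between -70% and -50%; inactive = maximum activity change above -50%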; note: % is set by controls: 0 for no effect and ±100 for the full control effect
# Target sequence (Q12809 whole entry, looked up): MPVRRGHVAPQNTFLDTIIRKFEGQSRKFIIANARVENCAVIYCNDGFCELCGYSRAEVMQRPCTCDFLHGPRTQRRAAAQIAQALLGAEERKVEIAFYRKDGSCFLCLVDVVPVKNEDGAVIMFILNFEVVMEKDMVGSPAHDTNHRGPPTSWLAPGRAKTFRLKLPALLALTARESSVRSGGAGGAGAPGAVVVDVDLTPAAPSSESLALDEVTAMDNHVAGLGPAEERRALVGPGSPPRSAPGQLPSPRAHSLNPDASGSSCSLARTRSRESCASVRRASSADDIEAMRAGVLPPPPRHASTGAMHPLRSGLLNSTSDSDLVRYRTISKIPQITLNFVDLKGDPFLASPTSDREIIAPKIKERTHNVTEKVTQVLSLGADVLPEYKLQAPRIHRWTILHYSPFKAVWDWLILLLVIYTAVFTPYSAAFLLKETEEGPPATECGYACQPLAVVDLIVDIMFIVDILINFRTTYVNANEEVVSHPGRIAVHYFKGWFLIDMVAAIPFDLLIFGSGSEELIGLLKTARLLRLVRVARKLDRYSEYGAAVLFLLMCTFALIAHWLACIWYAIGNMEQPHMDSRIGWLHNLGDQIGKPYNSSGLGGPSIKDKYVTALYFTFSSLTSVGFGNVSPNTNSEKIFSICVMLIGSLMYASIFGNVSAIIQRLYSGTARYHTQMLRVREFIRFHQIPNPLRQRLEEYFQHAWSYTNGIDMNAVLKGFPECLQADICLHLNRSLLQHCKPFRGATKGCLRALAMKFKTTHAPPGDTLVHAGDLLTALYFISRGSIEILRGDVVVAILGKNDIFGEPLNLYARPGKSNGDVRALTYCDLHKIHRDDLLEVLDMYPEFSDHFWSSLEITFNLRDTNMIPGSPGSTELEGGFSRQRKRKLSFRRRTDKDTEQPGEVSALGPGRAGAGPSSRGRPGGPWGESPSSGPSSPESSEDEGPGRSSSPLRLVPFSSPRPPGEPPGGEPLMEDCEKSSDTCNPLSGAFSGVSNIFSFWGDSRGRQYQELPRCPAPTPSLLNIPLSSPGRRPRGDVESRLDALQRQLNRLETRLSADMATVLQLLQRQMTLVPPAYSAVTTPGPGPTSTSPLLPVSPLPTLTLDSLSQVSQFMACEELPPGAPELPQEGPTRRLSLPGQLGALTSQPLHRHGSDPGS
#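 U2OS cells transduced with wild-type KCNH2 virus are loaded with FluxOr dye for 45 min, and thallium flux is measured in kinetic reads before and after stimulation buffer. Rate constants are normalized to DMSO controls.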
# TSHR antagonist – human thyrotropin receptor antagonism; P16473; TSHR-expressing cells, TSH-stimulated cAMP HTRF, 2 h; active compounds read low; activity change, negative = inhibition, % at 11.5 µM; 0.2% of 330,000 active; AID 504810;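 active = activity change below a set negative limit, meaning inhibition stronger than a set level, cut at about -70% in these data; inconclusive = activity change between two set negative limits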; note: % is set by controls: 0 for no effect and ±100 for the full control effect
#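 Competitive HTRF cAMP read-out (cryptate anti-cAMP antibody, cAMP-d2; 30 min, room temperature) in freshly harvested TSHR cells. Compounds added before TSH at EC80 (4nM final), followed by 2 hours' incubation at 37 deg C.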
# ELG1 repair inh – blocks ELG1-dependent DNA repair in HEK293T cells; HEK293T ELG1-luciferase reporter, luminescence, 16 h; DNA damage induced by 5-fluorouridine; Potency, µM (series often up to 46.1 µM), for inactives: at the top dose activity change, negative = inhibition, hits mostly inhibitors; 2.3% of 330,000 active; AID 504467; note: potency is the fitted concentration of half-maximal effect; % is set by controls: 0 for no effect and ±100 for the full control effect; nearly all actives have a fitted effect of over 55% in size
#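 Step one: seed 2,000 cells per well. Step two: pin-transfer compound or DMSO alongside 5-fluorouridine. Step three: incubate 16 hr, 37 °C, 5% CO2. Step four: add ONE-Glo, wait 30 min, read luminescence.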
# KCNH2 3.1 block – inhibitors of human KCNH2 3.1 potassium channel isoform; U2OS KCNH2 3.1, thallium flux FluxOr; active compounds read low; activity change, % (tested at about 1.8 µM); 0.95% of 340,000 active;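 active = maximum activity change below -70%; inconclusive = maximum activity change from -70% to -50%; inactive = maximum activity change above -50%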;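 note: thallium influx rate constant from kinetic fluorescence after stimulation buffer; % is set by controls: 0 for no effect and ±100 for the full control effect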
#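 Virally transduced U2OS (3.1 isoform, 4 h infection in dark at RT) → overnight 37 C → FluxOr + Red40 in HBSS/HEPES, 45 min → stimulation buffer, 2 min kinetic read → rate constant vs DMSO controls.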
# Mito fusion yeast – inhibitors of mitochondrial division or activators of mitochondrial fusion; S. cerevisiae fusion-defective mutant growth rescue, CellTiterGlo 48 h; Potency, µM (series often up to 46.1 µM), for inactives: at the highest dose growth rescue (activation), actives largely listed as activators; 0.23% of 320,000 active; AID 485298;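 note: potency is the fitted concentration of half-maximal effect; % of control where 0% means no effect; nearly all actives have a fitted effect of over 45% in size; temperature-sensitive fusion mutants such as fzo1-1 at 37 °C on non-fermentable ethanol glycerol medium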
#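 Yeast fusion mutant, YPEG (non-fermentable carbon), compound, 48 h at 37C non-permissive; CellTiterGlo added, 10 min RT, luminescence read. Rescued growth = division inhibition.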
# TRPV1 ag – agonists of human vanilloid receptor 1 (TRPV1); Q8NER1; TRPV1-expressing cells, Fluo-8 calcium influx, agonist mode; activation, % at 8.33 µM; 0.19% of 320,000 active; AID 540275; in the data active = activation above about 80%; inconclusive = between about 30% and that limit; note: 0% is about no effect
#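 TRPV1-expressing cells were cultured overnight at 35.5C and loaded with Fluo-8 calcium dye for 40 to 90 min at room temperature. After a 10 s baseline, compound was added and calcium influx was read kinetically for 3 min (ex 480/em 520 nm).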
# AT treatment – potential ataxia-telangiectasia treatment; […] A-T fibroblasts, KAP-1 phosphorylation AlphaLISA; neocarzinostatin DNA damage 30 min before lysis; Potency, µM (top dose mostly 57.5 µM), for the others: at the top dose activation, most hits filed as activators; 0.19% of 320,000 active; note: potency is the fitted concentration of half-maximal effect; % of control where 0% means no effect; nearly all actives have a fitted effect of over 45% in size
#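 ATM-like activity read as KAP-1 phosphorylation via AlphaLISA donor/acceptor antibody pairs after lysis and 6 hr at 25C. Cells were ATM-null patient fibroblasts ([…], hTERT), dosed 60 min, then exposed to the DSB inducer NCS for 30 min.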
# * = called active by the depositor; i = inactive; ? = inconclusive; nt = not tested or not shown; [ ] = dose if it differs, or a comment. Unless noted, calls come from the whole dose curve; as a rule, active = well fitted curve in the direction sought with a large enough effect; inconclusive = small, poorly fitted or top-dose-only effect, or another doubt; inactive = no such curve, though single readings can be large; an effect the other way counts as inactive or inconclusive. This is a subset, so the mix of outcomes need not match the whole.
SMILES,Eya2 inh,TCR act,USP2a inh,hERG WT inh,TSHR antagonist,ELG1 repair inh,KCNH2 3.1 block,Mito fusion yeast,TRPV1 ag,AT treatment
Cc1ccc(/C=N\NC(=O)c2cc(OCC(F)(F)F)ccc2OCC(F)(F)F)cc1,9%,1%,0%,-28,6,6%,-28,3%,nt,2%
O=C(CN1C(=O)NC2(CCCC2)C1=O)Nc1ccc(Cl)cc1F,-1%,1%,7%,-2,8,0%,3,-1%,-2,6%
O=C(NCc1ccc(F)cc1)C(c1ccc(F)cc1)N(C(=O)c1csnn1)C1CC1 (stereo not drawn),-3%,7%,1%,1,-13,4%,-14,-12%,1,3%
Cc1ccc(S(=O)(=O)N(C)c2ccc(OC(=O)CN3C(=O)NC4(CCCC4)C3=O)cc2)cc1,-3%,-5%,-4%,-1,2,27%,22,-1%,2,nt
CCN(Cc1ccncc1)Cc1c(O)ccc2cc(Br)ccc12,-6%,0%,-3%,0,-14,0%,5,4%,-2,27%
CCCCOc1ccc(C(=O)NNC(=O)C2C3CCC(C3)C2C(=O)O)cc1 (stereo not drawn),0%,3%,2%,24,3,?,-6,3%,2,18%
CC(=O)Nc1ccc(S(=O)(=O)NNC(=O)c2cc3c4ccccc4n(C)c3s2)cc1,16%,-4%,1%,-3,-6,?,16,0%,-6,-11%
O=C1C[C@@H](c2ccc(O[C@@H]3O[C@H](CO)[C@@H](O)[C@H](O)[C@H]3O)cc2)Oc2cc(O)ccc21,6%,2%,-1%,2,25,?,7,7%,1,13%
CCOc1ccc(/C=N/N(C)c2ccccc2)cc1OC,-7%,-1%,3%,4,-18,?,5,-1%,11,nt
O=C(Nc1ccc2c(c1)OCO2)C1CCN(S(=O)(=O)Cc2ccccc2)CC1,30%,2%,1%,-6,0,-19%,1,4%,1,3%
Oc1ccccc1C1=Nc2nc3ccccc3n2C(c2ccccc2)C1 (stereo not drawn),1%,-2%,-1%,2,-2,?,nt,8%,29,0%
CC(=O)NCC(=O)OCC(=O)c1ccc(Cl)cc1,0%,-1%,3%,-3,27,17%,8,-12%,-3,4%
CC1CCCCN1C(=O)COC(=O)CNC(=O)c1sc2ccccc2c1Cl (stereo not drawn),2%,-3%,3%,0,14,26%,22,-3%,3,0%
Cc1ccc(S(=O)(=O)N2[C@@H](c3ccccc3)C(C(=O)O)=CC[C@H]2c2ccc(Cl)cc2)cc1,6%,2%,-1%,0,-1,2%,1,3%,-4,8%
O=P(Cc1cc(Br)cc(Br)c1OCCO)(c1ccccc1)c1ccccc1,0%,1%,-1%,-5,-9,-9%,8,5%,?,3%
Cc1ccc(C)c(N(C)C(=O)c2ccc3c(=O)n4c(nc3c2)CCCCC4)c1,7%,4%,4%,24,21,-21%,-1,2%,8,6%
COc1ccccc1NC(=O)C(C)OC(=O)c1cccc(-n2cnnn2)c1 (stereo not drawn),2%,0%,-6%,-4,-4,1%,-5,1%,-5,-1%
O=C1CC(c2ccco2)CC2=C1C=Nc1ccccc1N2 (stereo not drawn),-22%,7%,-1%,0,5,?,8,9%,?,8%
CC(C)OC(=O)CSc1ncnc2c1cnn2-c1ccccc1,38%[15.4 µM],2%,-1%,2,28,19%,3,3%,4,14%
COc1ccc(CCNC(=O)CN2CCC(n3nnc4cc(F)ccc43)CC2)cc1OC,8%,nt,1%,11,4,-18%,10,-3%,1,11%
COCCNc1nc(N)c([N+](=O)[O-])c(NCc2ccccc2)n1,12%,0%,-1%,4,5,7%,-9,11%,-1,2%
CCN(CC)CCCNC(=O)c1cc2c(Cl)nc3ccccc3c2s1,0%,1%,2%,1,8,0%,5,-12%,-2,-1%
Cc1sc2ncnc(SCc3ccc(C(=O)O)cc3)c2c1C,9%,-11%,1%,17,1,0%,1,-3%,-3,-5%
COc1ccc(N2CCN(C(=O)C3CCN(C(=O)c4ccccc4Cl)CC3)CC2)cc1,0%,-1%,-2%,-12,-8,-4%,17,-11%,2,3%
Cc1ccccc1C(=O)N1CCN(c2ccc(NC(=O)c3ccc([N+](=O)[O-])o3)cc2)CC1,7%,2%,1%,1,-17,?,-19,9%,0,-15%
CCN(CC)C(=O)Cn1cc(SCC(=O)NC2CCCC2)c2ccccc21,13%,-54%,1%,-8,16,-12%,-5,4%,1,5%
O=C(Nc1nc(-c2ccccc2)cs1)C1CCCO1 (stereo not drawn),12%,-3%,-1%,0,1,?,-6,4%,nt,7%
Cc1ccc(S(=O)(=O)Nc2ccc(N3CCOCC3)cc2)cc1[N+](=O)[O-],10%,-1%,2%,3,-3,?,4,12%,4,-1%
CC(=O)N1c2ccc(S(=O)(=O)N3CCC(C(=O)NCc4ccc(Cl)cc4)CC3)cc2CC1C (stereo not drawn),5%,7%,1%,-6,5,10µM*,-11,5%,8,-1%
O=C(c1cc(C2CC2)nn1-c1ccccc1)N1CCN(S(=O)(=O)c2c(F)cccc2F)CC1,-11%,4%,-1%,-6,-21,?,-2,14%,6,4%
COCC1CCCN(C(=O)c2ccc3nc(Cc4cccc(Cl)c4)oc3c2)C1 (stereo not drawn),-2%,-2%,0%,-7,-3,?,-10,-1%,1,3%
CCN1c2ccccc2S(=O)(=O)c2ccccc21,-29%,-5%,3%,-13,6,0%,-1,6%,2,2%
O=C1COc2ccccc2N1Cc1ccc(Cl)cc1,-9%,-5%,2%,-16,-11,-9%,2,1%,2,1%
Cc1ccc(S(=O)(=O)CCC(=O)Nc2ccc3c(c2)OCO3)cc1,4%,1%,0%,19,5,-12%,3,-9%,12,-5%
COc1ccc(CC(=O)N/N=C/c2cc(Br)cs2)cc1OC,-5%,nt,2%,3,-16,?,7,-2%,21,16%
COc1ccc(/C=C2\SC(=S)N(CC(=O)NNC(=O)c3ccncc3)C2=O)cc1,-38%,1%,0%,-2,1,18%,17,1%,0,-6%
Cc1ccc(C(=O)NCCN2CCCC2)cc1,4%,-1%[46.1 µM],-2%,-3,-7,11%,0,-5%,-3,-6%
COC(=O)Nc1ccc(Oc2ccccc2)cc1,-4%,3%,0%,3,-7,?,-11,5%,20,1%
COc1ccc(C(=O)Nc2cc3c(cc2C#N)OCO3)cc1S(=O)(=O)NCc1ccco1,26%,1%,2%,10,7,-17%,20,-2%,-1,1%
COc1ccc(Cc2cc(NCc3ccccc3)c3ncn(C(C)C)c3c2)cc1,-3%,-2%,-4%,-1,0,?,-39,nt,nt,4%
COc1ccc(N2CC(C(=O)NNC(=O)c3ccc(Br)cc3)CC2=O)c(OC)c1 (stereo not drawn),2%,1%,1%,-2,4,-4%,4,3%,1,8%
O=C(NCc1ccccc1)C(c1ccc(F)cc1)N(Cc1cccs1)C(=O)c1cnccn1 (stereo not drawn),1%,-3%[46.1 µM],3%,-1,78,13µM*,-8,0%,12,-8%
CCC(=O)Nc1cccc(NC(=O)CSc2nnc(C(C)C)n2CC)c1,-6%,-22%,-1%,4,0,6%,-3,1%,6,0%
COc1ccccc1CNC(=O)c1ccncc1,-1%,-4%,0%,-5,-3,-22%,-28,1%,-1,-8%
COCCNc1ccnc2c(Cl)cccc12,8%,19%,-1%,i,22,-1%,1,-9%,0,-4%
CCOc1cc(S(=O)(=O)N2CCN(Cc3ccccc3)CC2)ccc1Br,nt,-8%,nt,-10,nt,nt,-82*,1%,2,nt
O=S(=O)(Nc1cccc(-c2nc3cccnc3s2)c1)c1ccc2c(c1)CCCC2,7%,5%,-12%,6,14,1%,12,?,11,-4%
CCOC(=O)C1=C(O)C(=O)N(c2ccc(S(N)(=O)=O)cc2)C1c1ccc(Cl)cc1 (stereo not drawn),9%,2%,0%,1,23,15%,1,0%,-5,-4%
COc1ccccc1-c1cc(C(=O)N/N=C/C=C/c2ccccc2[N+](=O)[O-])c2ccccc2n1,-13%,-6%,-8%,-2,6,16µM*,10,-1%,-2,nt
COc1cccc(/C=N/NC(=S)NCc2ccco2)c1OC,-10%,-14%,3%,3,2,?,1,-7%,-1,-7%
